From PubChem BioAssay
NPY2 pot ag: NPY-Y2 potentiators or agonists, primary screen, cell-based; Neuropeptide Y receptor type 2 (Homo sapiens), P49146; cells expressing NPY-Y2, potentiator/agonist read-out; activation, % at 3.6 µM; 220,000 compounds, 0.45% hits; AID 1359, 2008; in the data active = activation above about 27%;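 also: cells stimulated with NPY near EC25 plus isoproterenol at EC100; 0% = vehicle plus submaximal agonist and 100% = vehicle plus saturating agonist; some results beyond the cut were filed as inactive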
p97 inhibitor: inhibitors of human p97 ATPase, primary screen, biochemical; Transitional endoplasmic reticulum ATPase (Homo sapiens), P55072; 220,000 compounds, 0.42% hits; inhibition, % at 8 µM; recombinant p97 ATPase, Kinase-Glo ATP luminescence, 3 h; AID 1481, 2009; in the data active = inhibition above about 15%;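 also: 0% = DMSO vehicle and 100% = wells lacking enzyme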
NPY Y1 blocker: NPY-Y1 receptor antagonists, primary screen, cell-based | HEK293-CNG Y1 cells, membrane potential fluorescence; NPY at EC95, then isoproterenol | Neuropeptide Y receptor type 1 (Homo sapiens), P25929 | 200,000 compounds, 1% hits | inhibition, % at 3.6 µM;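 active = inhibition above the campaign mean inhibition of all tested compounds plus 3 SD, cut at about 20% in these data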;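 also: 0% = DMSO wells given NPY plus isoproterenol and 100% = isoproterenol alone without NPY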
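Assay system: HEK293 cells with Y1 receptor plus CNG channel | Probe or stimulus: NPY (25 nM), isoproterenol (1 µM), Ro 20-1724 (25 µM) | Timing: Compound incubation 1 h at room temperature, readout 45 min post-stimulation | Measured by: Membrane-potential fluorescent dye readout | Benchmarks: High control isoproterenol alone, low control NPY with isoproterenol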
PGE2 EP2 inh: human EP2 receptor antagonists, primary screen, TR-FRET cAMP, C6 glioma cells; AID 1422, 2008; C6 glioma cells expressing human EP2; cells stimulated with saturating PGE2; inhibition, % at 25 µM; 260,000 compounds, 0.52% hits; Prostaglandin E2 receptor EP2 subtype (Homo sapiens), P43116;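 active = percent inhibition above 40 after rounding to a whole number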;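 also: rat C6 glioma host cells with rolipram phosphodiesterase inhibitor present; the protocol text gives 20 µM as final concentration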
eIF4E-4G inh: eIF4E–eIF4G protein interaction inhibitors, primary screen, biochemical, uHTS, TR-FRET, eIF4GI fragment | Eukaryotic translation initiation factor 4E (Mus musculus) + Eukaryotic translation … | inhibition, % at 21.7 µM | 220,000 compounds, 0.37% hits | TR-FRET eIF4E-eIF4GI(517-606) binding, 2 h;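 active = inhibition above about 30%, limit read from the data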;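 also: 0% = full FRET control wells and 100% = background wells lacking eIF4GI fragment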
NPY-Y1 PAM-ag: NPY-Y1 receptor potentiators or agonists, primary screen, cell-based. NPY-Y1 expressing cells, potentiator/agonist activation. 220,000 compounds, 0.37% hits. AID 1304, 2008. activation, % at 3.6 µM; in the data active = activation above about 33%, passing the limit was not always enough;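 also: cells stimulated with NPY at EC10 then isoproterenol at EC100; 0% = low agonist plus stimulus and 100% = saturating agonist plus stimulus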
S1P4 agonist: S1P4 receptor agonists, primary screen, cell-based | Sphingosine 1-phosphate receptor 4 (Homo sapiens), O95977 | S1P4-expressing cell line, agonist reporter assay | activation, % at 4.98 µM | 220,000 compounds, 0.35% hits | AID 1509, 2009; in the data active = activation above about 11%;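 also: 0% = DMSO vehicle and 100% = reference agonist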
EP2 modulator: EP2 receptor modulators, cAMP readout, primary screen, cell-based, HTRF cAMP, PGE2 stimulation; Prostaglandin E2 receptor EP2 subtype (Homo sapiens), P43116; EP2-expressing cells, cAMP HTRF FRET, PGE2 co-stimulation; induction, % at 25 µM; 260,000 compounds, 0.83% hits;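 active = compounds whose cAMP rise, as percent of the full-agonist control response, exceeds 60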;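 also: rat C6 glioma line stably carrying human EP2 under a CMV promoter; the protocol text gives 20 µM as final concentration; 100% = response of wells given 1 µM PGE2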
S1P4 antag: S1P4 receptor antagonists, primary screen, cell-based | S1P4-expressing cells, antagonist mode, reporter read-out | inhibition, % at 4.98 µM | 220,000 compounds, 0.26% hits; in the data active = inhibition above about 29%;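 also: 0% = wells stimulated with agonist and 100% = vehicle wells without agonist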
The depositor's hits bear a star; x = not tested or not shown; & = joins results of further samples; [ ] = dose if it differs, or a comment.

Structure	eIF4E-4G inh	NPY Y1 blocker	p97 inhibitor	NPY-Y1 PAM-ag	NPY2 pot ag	S1P4 agonist	S1P4 antag	EP2 modulator	PGE2 EP2 inh
COc1ccc(-c2cc(=O)oc3c(C)c(O)c(CN(C)C)cc23)cc1	1	4	3	-16	-2	1.5	-1	20	5
Cc1occc1C(=O)NNC(=O)C1CC1	0	-2	-1	-12	-9	-1.3	-13	13	6
CC1CCN(C(c2ccccc2)c2nnnn2C(C)(C)C)CC1 (configuration not stated)	4	6	-1	10	4	6.8	-12	8&4	9&17
O=C1NC(=O)c2cc(Br)cc3cccc1c23	-2	1	6	-4	3	0.8	-9	10	10
COc1ccc(OC(=O)c2cn(C)nc2C(F)(F)F)cc1	-6	1	-6	-12	6	0.9	-5	10	16
COc1cc(/C=N/O)ccc1OCc1ccc([N+](=O)[O-])cc1	-7	4	7	-12	7	1.2	-18	-52	8
COC(=O)C1=C(C)N(Cc2cccnc2)C(=O)/C1=C\c1sccc1C	-3	8	-9	2	-18	0.7	10	42	16
CCOc1ccc(N2CC(C(=O)NCc3cccc(C)c3)CC2=O)cc1 (configuration not stated)	5	0	1	14	-6	-2.0	-12	26	10
O=C(Nc1cccc(S(=O)(=O)NC2=NCCC2)c1)C1CC(=O)N(c2ccc3c(c2)OCCO3)C1 (configuration not stated)	2	0	4	5	4	-0.1	-5	13	10
COc1cc(C(=O)Nc2nc3ccc(S(C)(=O)=O)cc3s2)cc(OC)c1C	-3	x	7	-30	-38	-0.4	12	2	13
Cc1cc2c(OCC(O)CNC(C)(C)C)cccc2[nH]1 (configuration not stated)	2	-19	5	111*	105*	2.0	-7	-11	15
CSc1ccccc1NC(=O)CN(c1cc(C)cc(C)c1)S(C)(=O)=O	-1	1	-5	-2	2	-0.4	-5	17	5
CCOC(=O)c1cnc(-c2cccc(OC)c2)[nH]c1=O	3	0	3	-11	-7	0.6	-28	16	12
COc1cccc2cc(/C(C)=N/NC(=O)c3ccco3)oc12	1	0	3	0	-2	0.8	-17	-13	8
c1ccc(-c2nn3c(-c4ccccc4)nnc3s2)cc1	1	1	-3	4	-8	1.0	-12	74*	3
C=CCn1cc(C(=O)OC)c(=O)c2cc(S(=O)(=O)N(CC)CC)ccc21	-2	4	6	2	8	0.7	-6	28	16
Cc1csc(/C(=N/OC(=O)c2ccco2)C(N)=O)n1	-10	x	6	11	-4	-0.8	-2	11	7
CCCCCN1C(C)=CC(=C(C#N)C#N)C=C1C	3	2	2	-6	1	0.9	-11	10	6
COC(c1ccccc1)c1nnc(CCC(=O)N(C)Cc2cccc(-n3cccn3)c2)o1 (configuration not stated)	1	-5	2	-4	-4	-2.2	6	-11	2
C/C(=N\NC(=O)COc1ccc(C#N)cc1)c1ccc(N2CCOCC2)cc1	-60[fluorescence artefact?]	4	-6	-22	-7	-0.6	-40	15	4
COc1ccc(C2CC(c3ccccc3)=NN2C(=O)COC(=O)COc2ccccc2)cc1 (configuration not stated)	0	-1	0	1	14	-0.9	-26	42	4
CCOc1ccc(N(CC(=O)NC2CCCC2)C(=O)CCCC(=O)Nc2ccccn2)cc1	14	4	3	9	11	-0.7	-6	-22	9
CC(C)(C)c1ccc(C(=O)CS(=O)(=O)c2ccccc2)cc1	-2	0	2	15	-7	1.2	-12	-7	7
CCn1c(-c2cccc(Cl)c2)n[nH]c1=S	-3	2	3	-34	-23	-2.4	-31	24	22
COC(=O)c1cc(OC)c(OC)cc1NCC(=O)Nc1ccc(OC)c(OC)c1	-1[fluorescence artefact?]	-5	2	2	7	2.5	-8	-41	8
CCOC(=O)C1(CC2CC2)CCN(Cc2cnc(N(C)C)s2)CC1	1	3	0	1	-4	0.7	-12	6	13
C=CCc1cc(C)ccc1OCCOCCn1ccnc1	-4	4	-4	-12	-6	-0.1	-34	14	4
Cn1ccnc1SCc1ccc([N+](=O)[O-])cc1	-5	5	6	12	-4	1.1	-11	-7	1
CC(C)OC(=O)CCC(=O)Nc1nc2ccccc2s1	3	6	4	-1	-1	1.4	20	-44	13
CCNC(=O)COC(=O)c1cc(-c2ccco2)nc2ccccc12	25	x	8	31	16	-0.8	-3	-4	11
COc1ccc(C2SCC(=O)N2c2c(C)n(C)n(-c3ccccc3)c2=O)cc1 (configuration not stated)	-3[fluorescence artefact?]	-6	2	10	-1	0.0	-8	7	6
CC(C)n1nnnc1SCC(=O)Nc1ccc2c(c1)OCCO2	-15	x	5	15	-1	0.2	-19	3	2
COc1ccccc1CC(=O)NCCc1ccc(S(N)(=O)=O)cc1	0	1	-2	4	2	0.7	-21	21	8
Cc1ccc(Nc2ncnc3ccccc23)cc1	1	0	-2	-11	-9	1.3	-4	-30&2	10&8
CCOC(=O)C1CCN(C(=O)Cn2cccc2C(=O)c2ccccc2)CC1	0	-3	-5	-8	-14	0.6	0	7	6
CC1CCCN(CCCOc2ccccc2-c2ccccc2)C1 (configuration not stated)	2	25*	-1	-5	-10	-1.1	13	8	8
Cc1ccc(/C([O-])=C(/C(=S)Nc2ccc(SC(F)F)cc2)[n+]2ccccc2)cc1[N+](=O)[O-]	2	3	-9	-8	-4	0.0	-22	-65	7
CCOC(=O)C1CCN(C(=O)Cc2ccc(C)cc2)CC1	1	-1	-5	10	16	0.2	-3	20	17
CC1(C)Cc2c(sc(/N=C/N3CCCCC3)c2C#N)C(C)(C)N1	10	11	-4	2	-2	1.3	9	6	4
CCOc1ccc(NC(=O)NC2CCOC(C)(C)C2)cc1 (configuration not stated)	-2[fluorescence artefact?]	3	1	-11	2	-0.5	-18	-12	5
CCCNS(=O)(=O)c1ccc(C(=O)NCC2CCCO2)cc1 (configuration not stated)	-5[fluorescence artefact?]	3	0	-2	5	1.6	-14	10	3
COCCNC(=S)Nc1ccccn1	1	4	4	10	2	2.7	-7	11	1
Cc1ccc(N2CCN(CC(=O)Nc3c(C(=O)C4CC4)oc4ccccc34)CC2)cc1	-2[fluorescence artefact?]	3	5	1	5	1.6	-5	43	12
C/C(=N\NC(=O)c1cccnc1)c1cccc([N+](=O)[O-])c1	0	11	3	26	3	0.5	-9	12	9
Cc1cc(=O)n2c3c(sc2n1)C(=O)N(Cc1ccccc1)C3=O	9	5	1	-2	-3	0.7	-4	-30	22
CCCN1CCN(C(c2cc3cc4c(cc3[nH]c2=O)OCO4)c2nnnn2C(C)(C)C)CC1 (configuration not stated)	7	-1	13	-20	3	-0.9	0	12&-34	15&10
CC(C)NC(=O)C(=O)NNC(=O)C12CC3CC(CC(C3)C1)C2	6	-6	-3	-7	5	1.6	-8	31	18
O=C(Nc1cc(C(F)(F)F)ccc1N1CCOCC1)c1cn2ccccc2n1	4[fluorescence artefact?]	6	-1	-9	-7	0.2	0	25	6
Cc1cc(N/N=C/c2ccccc2)nc(N)n1	-1	x	3	2	-19	2.1	-6	-30	11
O=C(NC1CCN(Cc2ccccc2)CC1)C1CCN(S(=O)(=O)c2cccc3cccnc23)CC1	x	-2	-2	-8	-3	-0.2	-6	x	16
CC(=O)Nc1ccc(NC(=O)COC(=O)[C@@H](NC(=O)c2ccc(F)cc2)C(C)C)cc1	-1	5	3	2	-4	2.8	-9	-3	3
CCC(C)(C)n1nnnc1CN1CCN(c2nc3cc(OC)ccc3cc2C#N)CC1	-7	5	2	-33	-17	0.7	2	-25	16
COc1ccc(NC(=O)Cn2c(=O)n(CC(=O)NCc3ccco3)c(=O)c3ccccc32)cc1	-8	0	-3	3	-3	-1.7	-1	11	11
CCN(CC)S(=O)(=O)c1cccc(C(=O)OCC(=O)Nc2ccc3c(c2)c2ccccc2n3CC)c1	4	5	-5	13	6	0.1	-3	10	9
COc1ccc2c(c1)C(=C(C#N)C#N)C(=O)N2CCc1ccccc1	1	x	21*	-6	-1	-1.0	-8	-58	12
Cc1cc(C)n(/N=C\c2c(O)ccc3ccccc23)c(=O)c1C(N)=O	3	15	2	-19	5	-1.6	3	28	6
COc1cc(NC(=O)C2CCCN(S(=O)(=O)c3ccc4c(c3)oc(=O)n4C)C2)cc(OC)c1 (configuration not stated)	1	4	-4	18	11	1.4	-2	-27	11
COc1ccc(N2CCN(C(=O)C3CC(=O)N(c4ccc(C)cc4)C3)CC2)cc1 (configuration not stated)	1	7	0	3	-3	1.9	-16	-8	9
Cc1cc(S(=O)(=O)N2CCN(c3ccccc3O)CC2)c(C)s1	-9	4	3	7	-8	-1.4	-18	-17	8

The list is partial; rates above refer to the full screens.
